# Screening data: PubChem, several laboratories
# Autophagy HCS: autophagy modulation, high-content screen; calls only at 10 µM (by protocol); MEF GFP-LC3 puncta imaging; test concentration mostly 10 µM; AID 463193; 190,000 tested, 0.98% active;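 active means percentage of spot-positive cells more than 3 SD above its plate mean, without a fluorescence outlier flag or 80% toxicity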;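 further: spot-positive cell cutoff set from DMSO-treated cells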
# Dynein cargo inh: blocks dynein driven cargo transport along microtubules | 3617.4 mouse cells, GR-EGFP nuclear translocation imaging; test concentration mostly 20 µM; stimulated with dexamethasone, 1 µM; active compounds read low | 220,000 tested, 0.47% active | z-score, hits read low;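 active means plate z-score of nuclear minus cytoplasmic receptor signal below a set negative limit, without overly bright fluorescence or cell loss, cut at about -3.5 in these data, passing the limit was not always enough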;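 further: z-score of nuclear minus cytoplasmic ring GR-EGFP intensity difference per well; some compounds called inactive have numbers as strong as hits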
#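 Medium: Induction medium lacking tetracycline, stripped serum | Probe or stimulus: 1.0 µM final dexamethasone stimulus | Schedule: 48 h induction, then 1 h compound, then 30 min agonist, 37 °C | Signal: Automated 10x imaging of fixed Hoechst-stained cells | Evaluation: Per-cell GR-EGFP intensity, nucleus versus surrounding cytoplasmic ring, well-averaged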
# Hep lipid drop: hepatic lipid droplet formation modulation; AML12 mouse hepatocytes, oleate lipid droplets, BODIPY imaging; inhibition, % at 6.5 µM; 240,000 tested, 0.4% active;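 active means lipid droplet intensity inhibited by at least 50%, with more than 500 cells counted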
#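 System: AML12 hepatocytes (mouse). Probe or stimulus: oleic acid at 100 µM to induce lipid droplet formation. Times: overnight treatment with compound plus oleate. Detection: Image-based BODIPY and DAPI two-channel analysis. Evaluation: percent inhibition of filter-corrected integrated lipid droplet intensity per well.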
# MT stabilize HCS: stabilizes microtubules in HeLa cells. HeLa tubulin immunostaining HCS, 24 h; share of cells brighter than vehicle mean+2SD. % tubulin-high responders, % at 10 µM. 200,000 tested, 0.83% active. AID 2205;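 active means plate Z-score above 3 for both tubulin-high and condensed-nucleus cell shares, with cell loss under 80%, at 10 µM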;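 further: anti alpha tubulin signal scored within the nucleus-defined area of each cell; some results filed as inactive read as strong as hits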
# CSM14.1 death rescue: protection against thapsigargin-triggered cell killing – 384-well, CSM14.1, ATP luminescence, primary screen (AID 1222); CSM14.1 thapsigargin-induced death rescue, ATP luminescence; higher % means a stronger effect; one-dose cellular ATP content (survival), % at 20 µM; EC50 in µM for titrated hits; 190,000 tested, under 10 active;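 active means EC50 below 50 µM in the dose-response confirmation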;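 further: death triggered by thapsigargin at about 15 µM added after 2 h compound pretreatment; cell ATP read after overnight thapsigargin exposure of roughly 18 to 22 hours; normalized against plate controls of thapsigargin alone and 5% DMSO vehicle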
# bCat nuc transl: modulators of beta-catenin nuclear translocation | HeLa beta-catenin nuclear translocation, immunofluorescence imaging | nuclear translocation activity, % at 5 µM | 190,000 tested, 0.3% active;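 active means nuclear translocation activity above 50% at 5 µM, with a well cell count of 50 or more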;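 further: per-cell ratio of nuclear to cytoplasmic median beta-catenin stain intensity; plate controls were DMSO negative control for no effect and GSK-3 inhibitor IX positive control for full effect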
#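 Signal – beta-catenin immunofluorescence imaging with DAPI · Test system – human HeLa cell line · Dosing – 5 µM primary single dose, 0.1% DMSO, 0.02–20 µM confirmation series · Measure – % activation, nuclear-to-cytoplasmic median beta-catenin signal ratio per cell · Incubation – 24 h compound exposure at 37°C, 5% CO2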
# Insulin prom up: MIN6 insulin promoter up-regulation; 190,000 tested, 0.3% active; MIN6 insulin promoter-GFP reporter, high-content imaging; active compounds read high; z-score at 5 µM; AID 1625;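 active means z-score above 3 at 5 µM with at least 500 cells counted in the well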
# T cell HTS: T cell immune modulation candidate; 2C CD8+ T cell-vesicle binding, flow cytometry; active compounds read low; calls only at 7 µM; 330,000 tested, 0.068% active;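 active means response, share of CD8 T cells binding vesicles, and their 90th percentile fluorescence all below set limits, cut at about 80% in these data, passing the limit was not always enough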
#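 Read-out – percent CD8+ FL2 mean versus row control · System – murine 2C transgenic CD8+ T lymphocytes · Times – 1.5 h cell–vesicle binding at 37 °C, then 20 min icy labelling · Control set – naked vesicles low, QL9 vesicles with vehicle high · Detection – cytometric PE anti-B7-1 and Alexa647 anti-CD8 signals after 1% paraformaldehyde fixation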
# Salmonella PhoP GFP: inhibitors of PhoP regulon expression, primary screen, Salmonella Typhimurium, GFP reporter (AID 1863). one-dose inhibition, % at 50 µM; IC50 in µM for titrated hits. 300,000 tested, 0.16% active. S. Typhimurium PhoP-regulated promoter GFP reporter, 4 h; higher % means a stronger effect;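 active means inhibition over 29.93%, a cutoff 3 SD above the screen mean, later confirmed by dose response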;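 further: 0% = low Mg2+ inducing control and 100% = high Mg2+ repressing control; strong numbers were not always called active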
# Dynein cargo inh cytoplasmic EGFP: second read-out of Dynein cargo inh, no call of its own (marks repeat the call); z-score; measured here: cytoplasmic GR-EGFP intensity; active compounds read high
# Dynein cargo inh nuclear GR-EGFP: recorded beside Dynein cargo inh, whose call it bears; z-score; measured here: nuclear GR-EGFP intensity;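 lower value marks the stronger effect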
# Dynein cargo inh cell count: second read-out of Dynein cargo inh, no call of its own (marks repeat the call); z-score; measured here: cell count per field
# Insulin prom up cell count: further read-out of Insulin prom up, marked with its call; cell count; measured here: cytotoxicity, nuclei count;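 total cells summed across four imaged fields per well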
# Hep lipid drop cells 6.5 µM: further read-out of Hep lipid drop, marked with its call; cell count; measured here: cell count, cytotoxicity flag;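 cells counted across two imaged fields per well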
# bCat nuc transl cell count 5 µM: recorded beside bCat nuc transl, whose call it bears; cell count; measured here: cell count, cytotoxicity flag
# T cell HTS vesicle-bound %: also measured in T cell HTS; calls as there; double positive events, %; measured here: CD8+ vesicle-bound cell fraction;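 binding gate set so that unloaded-vesicle control wells show 10% double positive cells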
# MT stabilize HCS Hoechst-high %: also measured in MT stabilize HCS; calls as there; % Hoechst-high responders; measured here: nuclear condensation Hoechst responders;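 share of cells brighter than vehicle mean plus two SD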
# MT stabilize HCS cytotoxicity %: further read-out of MT stabilize HCS, marked with its call; toxicity, %; measured here: cytotoxicity by cell density;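 0% = mean cell density of plate MIN control wells and 100% = no cells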
# Autophagy HCS cell loss 18 h: also measured in Autophagy HCS; calls as there; toxicity, %; measured here: cell loss, nuclei count;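 cell loss after 18 h compound exposure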
# Starred values were filed as active, the others as inactive; i = inactive; . = no result given; + = active, no number.
SMILES,Autophagy HCS,Autophagy HCS cell loss 18 h,Dynein cargo inh,Dynein cargo inh cytoplasmic EGFP,Dynein cargo inh nuclear GR-EGFP,Dynein cargo inh cell count,Hep lipid drop,Hep lipid drop cells 6.5 µM,MT stabilize HCS,MT stabilize HCS Hoechst-high %,MT stabilize HCS cytotoxicity %,CSM14.1 death rescue,bCat nuc transl,bCat nuc transl cell count 5 µM,Insulin prom up,Insulin prom up cell count,T cell HTS,T cell HTS vesicle-bound %,Salmonella PhoP GFP
CC(/C=C1\SC(=S)N(CCCC(=O)Nc2ccc(C(=O)O)c(O)c2)C1=O)=C\c1ccccc1,i,0,0.3,0.1,0.43,-1.1,-8,700,2.4,3.1,5.9,-0.2%,0.4,1013,1.2,1456,i,46,-7%
Cc1nc(N)sc1C(=O)N/N=C/c1ccco1,i,0,0.33,-0.18,0.25,0.32,0,622,1.1,2.3,11,-2.3%,-1.3,543,0.22,1335,i,56,5%
CCCn1cc(NC(=O)c2cc(-c3ccccc3)on2)cn1,i,6,-0.71,-0.072,-0.34,0.63,30,815,3.1,2.3,0.7,-0.9%,.,.,.,.,i,17,2%
CC(C)OC(=O)c1cccc(NC(=O)CSc2nnc(N)s2)c1,i,-6,0.066,-0.27,0.062,0.27,5,739,5.1,1.4,0.2,-1.4%,1.3,983,-0.04,1290,i,20,8%
COC(c1ccccc1)c1c(-c2ccccc2)nn(C)c1Cl (stereo unspecified),i,-4,.,.,.,.,-6,673,1.1,2.1,12,-0.7%,-2.3,1104,0.98,1939,i,31,1%
Cc1nc([N+](=O)[O-])cn1CC(=O)c1ccccc1,.,.,-0.24,-0.2,0.31,0.24,5,667,.,.,.,.,0.2,1323,0.69,1044,i,10,-2%
O=C(COC(=O)c1ccc(O)cc1)NCc1ccc2c(c1)OCO2,i,5,-0.017,-0.23,-0.074,0.51,4,686,2.9,1.9,1.9,-0.8%,-0.8,1070,-0.82,1309,i,55,1%
CN(Cc1ccccc1)C(=O)CN1C(=O)C2C3C=CC(C3)C2C1=O (stereo unspecified),i,-5,-0.56,-0.19,0.55,0.45,14,715,2.1,2.9,7.5,-0.4%,1.0,1110,0.37,1305,i,53,4%
O=C(/C=C/Nc1ccccc1Br)c1ccccn1,i,-1,1.4,0.23,0.98,-0.51,9,768,2.8,1.3,14,-6.5%,-0.6,1208,0.36,1072,i,50,3%
CC(=O)C1=C(O)C(=O)N(Cc2cccnc2)C1c1ccc(C(C)C)cc1 (stereo unspecified),i,27,1.3,-0.082,1.1,-1.1,-1,700,1.3,1.6,5.9,1.7%,-1.3,1039,0.56,1439,i,33,2%
Cc1ccc(OCc2nnc(SCC(=O)Nc3cc(C)on3)n2C)cc1,i,-8,-0.85,-0.2,-0.3,0.79,-12,758,3.6,2.4,4.0,-2.7%,-6.7,1186,-0.68,1357,i,8,-10%
COc1ccc(C)cc1C(=O)CCC(=O)Nc1ccccc1N1CCOCC1,i,2,-0.86,-0.21,-0.15,0.63,-33,676,2.2,1.4,6.9,-2.0%,-0.9,1061,0.28,1722,i,38,24%
COC(=O)c1cn(-c2ccccc2)c(C)c1C(=O)OC,i,1,0.38,-0.19,0.47,-0.73,7,698,1.6,1.5,3.7,0.4%,-0.2,1121,.,.,i,17,-3%
Cc1ccccc1C(=O)NNC(=O)c1ccoc1C,i,22,0.53,-0.45,0.38,-0.049,.,.,2.0,1.4,4.1,-0.4%,.,.,.,.,i,53,4%
C/C(Cn1nnc2ccccc21)=N\OC(=O)c1cc(F)c(F)cc1Cl,i,19,0.41,-0.19,0.42,-0.39,17,704,2.9,0.9,7.7,0.0%,0.3,1466,-0.02,1397,i,59,-2%
COc1ccc(CCNC(=O)c2ccc(-c3cccc([N+](=O)[O-])c3)o2)cc1OC,i,2,-0.33,-0.25,-0.062,0.51,10,728,1.8,1.4,2.8,-1.2%,-0.2,1525,-0.02,1425,i,50,-9%
CC(=O)OCC(=O)NCC(=O)c1c[nH]c2ccccc12,i,9,0.4,-0.24,0.51,0.59,-2,700,3.0,1.8,8.6,-3.1%,0.8,471,0.01,934,i,7,2%
O=C(c1ccc2nc(-c3ccco3)c(-c3ccco3)nc2c1)N1CCN(c2ccccc2)CC1,i,5,1.2,-0.24,-0.26,-0.29,16,658,2.3,1.1,6.5,.,.,.,0.02,1170,i,42,3%
O=C(NC(C(=O)N/N=C/c1ccccc1)c1n[nH]c(=O)c2ccccc12)c1ccccc1 (stereo unspecified),i,12,-1.7,-0.21,-0.54,0.71,.,.,1.8,1.9,8.6,-1.4%,0.9,1416,0.77,1235,i,38,1%
CCn1nc(C(=O)NCCc2ccc(S(N)(=O)=O)cc2)c2ccccc2c1=O,i,-10,1.7,-0.27,1.4,-0.53,.,.,3.2,1.8,8.3,-0.5%,1.0,1132,-1.1,974,i,43,-3%
CCCCC(CC)Cn1c2nc3ccccc3nc2c2c(=N)oc(C)nc21 (stereo unspecified),i,-7,-1.3,-0.13,-0.48,1.1,-2,654,2.6,1.9,5.1,.,0.1,1030,0.15,1345,.,.,-11%
Cc1cc(NC(=O)CSc2cn(CCNC(=O)c3ccc(F)cc3)c3ccccc23)no1,i,-2,-0.24,-0.38,0.21,0.2,.,.,4.0,1.1,16,-1.1%,-1.2,1326,0,1378,i,50,-6%
Cc1cc(Oc2nc3c(C)cccn3c(=O)c2/C=C(\C#N)S(=O)(=O)c2ccccc2)ccc1Cl,i,-1,-0.16,-0.24,-0.24,0.056,-25,636,3.3,1.1,1.6,-2.0%,2.4,970,-0.66,1184,i,31,-1%
CC(=O)N1CCN(C(=S)c2ccc(-c3ccc(Cl)cc3)o2)CC1,i,23,0.83,-0.22,1.1,-0.41,.,.,3.6,0.8,2.5,-1.4%,-0.5,1420,-0.07,1633,i,55,-11%
CCOC(=O)c1c(NC(=O)c2cnn3c2NC(c2cccc(OC)c2)CC3C(F)(F)F)sc2c1CCCC2 (stereo unspecified),i,25,1.2,-0.15,2.2,-1.6,-33,325,3.3,1.8,0.4,-3.0%,0.0,839,0.18,2098,i,49,4%
O=c1[nH]nc(Cc2ccccc2)c2ccccc12,i,1,-0.26,-0.12,-0.088,0.19,3,774,2.2,1.6,4.5,2.4%,0.9,1135,-0.15,967,i,33,3%
Cc1ccc([N+](=O)[O-])c2c1C(N1CCCC1)C(C)(C)O2 (stereo unspecified),i,24,0.025,-0.36,0.32,0.7,-7,689,5.5,3.8,7.1,.,-1.8,1091,-0.69,1278,i,59,1%
CCOC(=O)c1ccccc1NS(=O)(=O)c1ccccc1,i,-4,0.47,-0.29,-0.39,-0.14,0,781,2.6,2.1,8.0,1.9%,-1.2,1077,0.09,1212,i,44,-4%
Cc1c(NS(=O)(=O)c2ccc3c(c2)CCN3C(=O)C2CC2)c(=O)n(-c2ccccc2)n1C,i,10,0.93,-0.48,0.14,0.59,.,.,4.4,2.3,1.4,-0.2%,0.2,1424,1.8,1481,i,66,3%
COCCn1c(SCC(=O)c2cccc(OC)c2)nnc1-c1ccco1,i,3,0.38,-0.21,0.76,0.14,.,.,3.2,2.6,8.8,-0.2%,-6.4,1059,0.69,1199,i,39,7%
NC(=O)Nc1ccc(C(=O)OCC(=O)Nc2ccc(Cl)cn2)cc1,.,.,-0.42,-0.19,-0.43,0.69,-5,697,.,.,.,.,0.7,1286,0.76,1290,i,52,-9%
COCCN1C(=O)C(=O)/C(=C(/O)c2cccc(OC)c2)C1c1ccc(C)o1 (stereo unspecified),i,-1,0.074,-0.2,-0.11,0.1,.,.,0.9,2.0,6.7,0.6%,2.2,1452,0.21,1478,+,9.1*,-7%

# One compound at a time (already shown). Order of screens: Autophagy HCS	Autophagy HCS cell loss 18 h	Dynein cargo inh	Dynein cargo inh cytoplasmic EGFP	Dynein cargo inh nuclear GR-EGFP	Dynein cargo inh cell count	Hep lipid drop	Hep lipid drop cells 6.5 µM	MT stabilize HCS	MT stabilize HCS Hoechst-high %	MT stabilize HCS cytotoxicity %	CSM14.1 death rescue	bCat nuc transl	bCat nuc transl cell count 5 µM	Insulin prom up	Insulin prom up cell count	T cell HTS	T cell HTS vesicle-bound %	Salmonella PhoP GFP
# `COCCN1C(=O)C(=O)/C(=C(/O)c2cccc(OC)c2)C1c1ccc(C)o1` (stereo unspecified) as listed: i	-1	0.074	-0.2	-0.11	0.1	.	.	0.9	2.0	6.7	0.6%	2.2	1452	0.21	1478	+	9.1*	-7%
# `Cc1cc(Oc2nc3c(C)cccn3c(=O)c2/C=C(\C#N)S(=O)(=O)c2ccccc2)ccc1Cl` as listed: i	-1	-0.16	-0.24	-0.24	0.056	-25	636	3.3	1.1	1.6	-2.0%	2.4	970	-0.66	1184	i	31	-1%
